RAD54 inh: inhibitors of human RAD54 branch migration, primary screen, biochemical, fluorescence, single point; inhibition, % at 10.4 µM; RAD54 Holliday junction branch migration, FAM/BHQ fluorescence; AID 602329, 2012; DNA repair and recombination protein RAD54-like (Homo sapiens), Q92698; 0.14% of 360,000 active;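 active = mean normalized replicate activity at least 40 and at least half of replicates scoring 40 or more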;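 note: 0% = median of neutral control wells and 100% = median of positive control wells; inhibitors cause a drop in the FAM fluorescence signal; in these data hits start at about 50%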
Target sequence (Q92698 whole entry, looked up): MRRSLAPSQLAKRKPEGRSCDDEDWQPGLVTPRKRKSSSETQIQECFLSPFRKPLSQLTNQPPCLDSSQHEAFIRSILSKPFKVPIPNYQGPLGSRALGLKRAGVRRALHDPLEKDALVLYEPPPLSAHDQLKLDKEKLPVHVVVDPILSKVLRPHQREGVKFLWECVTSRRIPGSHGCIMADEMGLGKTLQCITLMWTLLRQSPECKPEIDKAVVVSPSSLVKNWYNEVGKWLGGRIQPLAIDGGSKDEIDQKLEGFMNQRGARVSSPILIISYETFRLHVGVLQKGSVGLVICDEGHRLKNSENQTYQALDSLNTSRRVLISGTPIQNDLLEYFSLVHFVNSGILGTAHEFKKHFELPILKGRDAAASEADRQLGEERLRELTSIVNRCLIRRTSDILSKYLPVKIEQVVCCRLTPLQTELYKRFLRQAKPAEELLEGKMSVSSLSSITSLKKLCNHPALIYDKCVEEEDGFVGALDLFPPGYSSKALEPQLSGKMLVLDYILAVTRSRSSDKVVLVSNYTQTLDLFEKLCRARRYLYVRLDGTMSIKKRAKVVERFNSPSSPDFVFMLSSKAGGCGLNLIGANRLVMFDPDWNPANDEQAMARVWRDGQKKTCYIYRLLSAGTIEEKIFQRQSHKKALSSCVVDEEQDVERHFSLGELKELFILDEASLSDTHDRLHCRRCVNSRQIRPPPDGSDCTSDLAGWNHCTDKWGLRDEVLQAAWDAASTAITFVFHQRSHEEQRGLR
ARNT TACC3 PPI: disruptors of ARNT/TACC3 protein interaction, primary screen, biochemical, AlphaScreen, single concentration. AlphaScreen His-ARNT PAS-B/GST-TACC3 binding, luminescence; TACC3 fragment carries E629A point mutation. inhibition, % at 9.99 µM. 0.66% of 390,000 active. AID 623870, 2012;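 active = mean inhibition of replicates at least 50% and at least half of replicates each reaching 50%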;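 note: 0% = complete ARNT plus TACC3 wells and 100% = ARNT alone without TACC3; many hits fall short of the cut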
esBAF inh: Bmi1 luciferase reporter increase in mESCs, primary screen, esBAF inhibitor project, mouse ES cells, Bmi1 luciferase knock-in, single point | 2% of 350,000 active | reporter increase, % at 12.5 µM | 24 h; 100% = twice the neutral-well signal | AID 602393, 2012; in the data active = activation above about 40%;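 note: 0% = median of the plate's neutral control wells and 100% = double that signal; a rise in the Bmi1 reporter signal indicates esBAF inhibition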
* = called active by the depositor. The list is partial; count on the stated rates, not on these rows.

SMILES	RAD54 inh	ARNT TACC3 PPI	esBAF inh
CCOC(=O)Cc1csc(NC(=O)C2CCCCC2C(=O)O)n1 (stereo unspecified)	-2.3	-8.6	10.0
O=c1c2cnn(-c3ccccc3)c2ncn1Cc1ccccn1	-8.3	-7.8	8.5
COCCN=C1Sc2nc3ccc(C)cc3cc2CN1Cc1ccco1	4.2	8.4	53.7*
Cc1cc(C)c2nc(N3CCN(C)CC3)c(C#N)cc2c1	10.6	4.5	0.0
O=C(O)c1ccc2c(c1)-c1nc3ccccc3n1C2=O	-2.9	-5.1	-3.6
COc1cccc(NC(=O)CSc2nncn2-c2ccccn2)c1	-2.8	0.5	-3.1
Cc1ccc(C)c(-n2c(CNC(=O)c3ccco3)nnc2SCC(=O)N2CCc3ccccc32)c1	1.6	-6.4	7.9
CCn1c(=O)c2c(nc3n2CC(C)CN3CCc2ccccc2)n(C)c1=O (stereo unspecified)	2.0	-0.2	-1.3
O=C(CSc1nc(-c2ccco2)cc(C(F)(F)F)n1)Nc1ccc2c(c1)CCC2	-1.7	-11.6	4.9
COc1ccccc1NC(=S)NC(=O)c1ccc(-c2ccc(Cl)cc2)o1	6.1	-35.7	-4.6
COc1ccc(C(CNC(=O)c2ccc3c(c2)C(=O)N(CCC(C)C)C3=O)N2CCOCC2)cc1 (stereo unspecified)	-17.3	-9.1	-9.6
Cc1cc(=O)c2c(O)c(O)ccc2o1	-2.8	5.2	-2.5
CCC1CCCCN1C(=O)CSc1nnc(-c2ccc(Cl)s2)o1 (stereo unspecified)	-13.9	-5.0	0.6
CCn1cc(C(=O)NCc2ccco2)c(=O)c2cc(S(=O)(=O)N3CCC(C)CC3)ccc21	1.5	-1.2	-6.2
Cc1ccc(C(C(=O)NC2CCCC2)N(Cc2ccc3c(c2)OCO3)C(=O)Cc2cccs2)cc1 (stereo unspecified)	5.3	0.0	12.1
Cc1ccc(-c2noc(CCC(=O)NCCN3CCN(Cc4ccccc4)CC3)n2)cc1	1.7	1.1	-2.7
Cc1cc(N2CCN(C(=O)c3ccco3)CC2)n2nc(-c3cccc(F)c3)cc2n1	-12.0	0.0	10.0
O=C(CSc1nc2ccccc2c(=O)n1-c1ccc(Cl)cc1)c1ccco1	-5.8	-3.4	-3.8
O=C(c1ccc(COCC(F)(F)F)o1)N1CCCCCC1	5.1	-4.3	5.8
CCCCNC(=O)COC(=O)c1ccc(NS(=O)(=O)c2ccc3c(c2)OCCO3)cc1	0.0	-7.3	2.1
Cn1c(=O)cc(-c2ccccc2)c2ccccc21	2.6	-12.0	-7.0
Cc1cc(=O)[nH]c2c1c(C)nn2-c1ccccc1	2.0	-4.9	-4.5
CC(=O)CCS(=O)(=O)c1ccc(C)c(C)c1	4.4	-0.2	2.2
CCOC(=O)C1=C(N)Oc2cc(C)n(C)c(=O)c2C1c1ccncc1 (stereo unspecified)	4.6	1.9	1.1
Cc1cc(C)c(C)c(OCC(=O)N2CCCCCC2)c1	4.0	-7.0	2.0
C/C(=N\NS(C)(=O)=O)c1ccc(C)cc1	-7.4	-5.5	7.0
CSC1=C(C#N)C(c2ccc(Cl)cc2)C2=C(CC(C)(C)CC2=O)N1 (stereo unspecified)	-6.6	-6.1	8.0
Fc1ccc(Nc2ncnc3sc4c(c23)CCC4)cc1	-10.4	-8.0	-7.9
Cc1cc(C)nc(SCc2nc3ccccc3n2C)n1	-2.5	-6.5	39.3
O=C(N/N=C\c1ccc(F)cc1)c1csnn1	2.5	-1.7	44.1*
CN(C(=O)c1cnccn1)c1nnc(-c2cnccn2)s1	3.9	5.3	1.4
CSc1nc(C)cc(-n2cc(F)c(=O)[nH]c2=O)n1	-4.4	-0.3	-12.0
Cc1sc2nc(CN3CCCC3)nc(N3CCN(S(=O)(=O)c4cccs4)CC3)c2c1C	8.7	14.6	7.6
COc1ccc(-c2cc(NCCc3ccncc3)n3ncnc3n2)cc1	13.3	-1.0	-2.7
COc1ccc(OCCSc2nnc(-c3ccoc3C)n2C)cc1	4.4	-2.6	-0.4
COc1ccc2[nH]c(-c3ccc(C)cc3)cc(=O)c2c1	-18.0	-12.3	-54.8
CN1CCC(N(C)C(=O)c2ccccc2Nc2ccc(SC(F)F)cc2)CC1	-2.2	7.6	-3.7
O=C(COC(=O)C12CC3CC(CC(C3)C1)C2)NCc1ccco1	-5.6	-0.2	-6.1
CCCOc1ccc(N2C(=O)CC(N3CCC(O)(c4cccc(C(F)(F)F)c4)CC3)C2=O)cc1 (stereo unspecified)	1.1	-4.5	9.9
CCOC(=O)C1CCN(CC(=O)c2c(C)[nH]c3ccccc23)CC1	8.7	-1.5	-4.0

Record cards, from the list above:
`O=C(CSc1nc2ccccc2c(=O)n1-c1ccc(Cl)cc1)c1ccco1` in the list: RAD54 inh = -5.8; ARNT TACC3 PPI = -3.4; esBAF inh = -3.8
`Cc1sc2nc(CN3CCCC3)nc(N3CCN(S(=O)(=O)c4cccs4)CC3)c2c1C` in the list: RAD54 inh = 8.7; ARNT TACC3 PPI = 14.6; esBAF inh = 7.6

(further entries)
SMILES	RAD54 inh	ARNT TACC3 PPI	esBAF inh
OC(CN1CCOCC1)Cn1c(-c2cccc(Cl)c2)nc2ccccc21 (stereo unspecified)	5.1	-3.1	5.1
Cc1noc(C)c1COC(=O)Cc1ccc(Cl)cc1	0.6	16.6	3.8
CCc1nc2oc3ccccc3c(=O)c2c(=O)n1CCOC	0.9	17.3	-11.2
CCN1CCN(CNC(=O)c2cnccn2)CC1	7.2	-31.6	-17.3
Cc1ccc(Cn2c(=N)c(C(=O)NC3CCCC3)cc3c(=O)n4ccccc4nc32)cc1	8.3	-6.3	10.0
Cc1cc2nc(C)c(Cc3ccccc3)c(=O)n2[nH]1	4.3	-0.7	-0.3
CCC(C)n1c(SCC(=O)NC(=O)Nc2ccc3c(c2)OCCO3)nc2ccccc2c1=O (stereo unspecified)	-6.7	-1.1	1.8
CCOC(=O)c1ccc(NC(=O)CSc2nnc(-c3ccncc3)n2C)cc1	3.8	-10.3	8.2
Cc1cc(C)n(-c2c(F)c(F)c(CO)c(F)c2F)n1	-2.3	-3.1	0.0
COc1cccc(-n2nc(-c3ccnn3-c3ccc(C)cc3)c(=O)n(C)c2=O)c1	0.4	2.4	-5.1
COc1ccc(OCCC(=O)Nc2cc(C)on2)cc1	-1.1	4.1	-3.2
CCCOc1ccc(/C(O)=C2/C(=O)C(=O)N(CCN(C)C)C2c2ccncc2)cc1 (stereo unspecified)	0.4	-4.2	0.2
Cc1ccccc1Nc1nc(CSc2nnc(-c3ccoc3C)n2C)cs1	-2.1	0.4	11.0
c1ccc2c(-c3c[nH]c4ccccc34)c3ccccc3nc2c1	-1.9	-9.4	-3.3
C[C@@H]1NC(=O)c2cc([N+](=O)[O-])cc(I)c2NCC[C@@H](C(N)=O)NC(=O)[C@H](CC(N)=O)NC1=O	-6.3	2.4	-1.4
COc1cccc(CNS(=O)(=O)c2cc(Br)cc3c2N(C(C)=O)C(C)C3)c1 (stereo unspecified)	2.8	-11.9	-2.9
C#CCOCCOCCOCCNc1nc(N2CCN(C(=O)C([C@@H](C)O)n3cc([C@@H](N)CCCCN)nn3)CC2)nc(N2CCN(C(=O)[C@H](CCCN=C(N)N)n3cc(C(N)[C@@H](C)CC)nn3)CC2)n1 (stereo partly specified)	-31.6	23.8	2.9
COC(=O)c1ccccc1NC(=O)/C=N/O	9.7	0.3	2.8
COc1cc(OC)c2c(C)c(Cl)c(=O)oc2c1	5.8	-9.5	-9.0
CCC(C)Oc1nc2ccccc2nc1NS(=O)(=O)c1ccccc1 (stereo unspecified)	-14.4	-1.2	1.6
O=S(=O)(c1cnccc1N1CCN(/N=C/c2ccccc2)CC1)N1CCCCC1	0.6	0.4	2.7
Cc1cc(NC(=O)Nc2cc(F)ccc2C)n(C)n1	-0.5	-7.6	0.9
CCOC(=O)N1CCN(c2nc(-c3ccc(F)cc3)cs2)CC1	6.8	0.7	21.6
CCN(CC)C(=O)Cn1nnc(-c2ccc(C)o2)n1	-16.7	-9.1	5.3
O=C(Nc1ccccc1N1CCOCC1)c1ccc([N+](=O)[O-])cc1	-3.2	0.6	2.3
O=S(=O)(NC1CCCCC1N1CCN(c2ccc(F)cc2)CC1)c1ccc(Cl)cc1 (stereo unspecified)	-10.2	-0.2	-2.3
O=C1OCc2cc(NC(=O)C34CC5CC(CC(C5)C3)C4)ccc21	4.2	-3.3	8.3
CCCC12CN(C(=O)c3ccc(OC)cc3)CC(C)(CN(C(=O)c3ccc(OC)cc3)C1)C2=O	-8.0	15.4	-1.5
CC(C(=O)OCC(=O)Nc1ccc(S(=O)(=O)N2CCCCC2)cc1)N1C(=O)c2ccccc2C1=O (stereo unspecified)	4.3	1.9	-2.1
COc1ccc(C2NC(=O)c3ccccc3N2)cc1OC (stereo unspecified)	0.6	-6.3	24.0
Cc1ccsc1C(=O)NNC(=O)C1CCCCC1C(=O)O (stereo unspecified)	7.8	-2.8	32.9
Cc1cc2oc(=O)cc(CN3CCN(Cc4ccc5c(c4)OCO5)CC3)c2cc1C	-0.5	-3.3	0.7
O=C(Nc1ccc(F)cc1)NC1CCCCC1	-0.6	-9.9	27.4
CC(C)CNC(=O)c1coc(=O)c(Br)c1	-2.1	-4.9	-8.5
CSc1nc(C)cc(-n2ccc(=O)[nH]c2=O)n1	-2.1	-10.6	5.0
CCCc1cc(=O)oc2c(C)c(OCC(=O)c3ccc(N4CCCC4)cc3)ccc12	-8.3	-14.9	13.0
COc1ccc(-c2nnn(CC#N)n2)cc1OC	3.4	-1.9	-3.9
Cc1ccc(Cc2nc(-c3cccc(C)c3)no2)cc1	4.9	-10.7	60.8*
CCn1c(=O)n(CC(=O)NC2CCCC(C)C2C)c(=O)c2ccccc21 (stereo unspecified)	-16.9	-14.1	0.6
COc1ccc(C(=O)C(CCCCC(CN(C)C)C(=O)c2ccc(OC)cc2)CN(C)C)cc1 (stereo unspecified)	-0.9	-6.0	-7.4

An excerpt from above in order of heavy-atom count, smallest number first.
SMILES	RAD54 inh	ARNT TACC3 PPI	esBAF inh
COc1ccc(-c2nnn(CC#N)n2)cc1OC	3.4	-1.9	-3.9
Cc1cc(NC(=O)Nc2cc(F)ccc2C)n(C)n1	-0.5	-7.6	0.9
O=S(=O)(c1cnccc1N1CCN(/N=C/c2ccccc2)CC1)N1CCCCC1	0.6	0.4	2.7
CCCc1cc(=O)oc2c(C)c(OCC(=O)c3ccc(N4CCCC4)cc3)ccc12	-8.3	-14.9	13.0
COc1ccc(C(=O)C(CCCCC(CN(C)C)C(=O)c2ccc(OC)cc2)CN(C)C)cc1 (stereo unspecified)	-0.9	-6.0	-7.4
CC(C(=O)OCC(=O)Nc1ccc(S(=O)(=O)N2CCCCC2)cc1)N1C(=O)c2ccccc2C1=O (stereo unspecified)	4.3	1.9	-2.1

Further compounds:
SMILES	RAD54 inh	ARNT TACC3 PPI	esBAF inh
CCCS(=O)(=O)N1CCN(C(=O)COc2ccccc2)CC1	-1.8	-6.8	3.8
Cc1ccc(CNC(=O)C2CCCN2C(=O)NCc2ccccc2)cc1 (stereo unspecified)	5.0	-1.7	-2.5
O=C(c1ccc(CN2CCc3ccccc3C2)cc1)N1CCc2ccccc2C1	-4.6	-1.3	0.0
O=C(CN1C(=O)NC2(CCCC2)C1=O)N1CCN(C(=O)c2ccco2)CC1	-2.9	3.4	-4.4
COc1ccc(Cl)cc1-c1n[nH]c(=S)o1	-1.0	7.6	-10.7
CCCCOC(=O)C1CCCC(C(=O)OCCCC)N1 (stereo unspecified)	-18.8	-10.5	-1.2
CCOc1ccc(Cc2nc(C)c(CC(=O)N3CCOCC3)c(=O)[nH]2)cc1	-3.8	-2.2	-8.3
O=C(c1cccs1)N1CCc2ccccc21	-15.0	-1.3	35.1
O=C(CSc1nc(-c2ccccc2)cs1)N1CCN(C(=O)c2ccco2)CC1	-9.0	1.7	-7.6
Cn1nc(CC(=O)NC2CCCCCCCCCCC2)c2ccccc2c1=O	9.2	3.6	-4.9
COc1ccc(-c2nnc(Nc3nc4c(OC)cccc4s3)o2)cc1	1.5	5.4	6.4
Cc1ccc(O)c(-c2cc(C(F)(F)F)[nH]n2)c1	1.7	-1.0	4.7
